CBFb-RUNX1 inh – blocks binding between human CBF-beta and RUNX1; Q01196+Q13951; AlphaScreen CBFb-His/RUNX1-biotin binding, biochemical; Potency, µM (titrated, usually from 59.8 µM), inactives show at the top dose activity, negative = inhibition, most hits filed as inhibitors; 230,000 tested, under 10 active; also: % of control where 0% means no effect
Target sequence (Q01196 whole entry, looked up): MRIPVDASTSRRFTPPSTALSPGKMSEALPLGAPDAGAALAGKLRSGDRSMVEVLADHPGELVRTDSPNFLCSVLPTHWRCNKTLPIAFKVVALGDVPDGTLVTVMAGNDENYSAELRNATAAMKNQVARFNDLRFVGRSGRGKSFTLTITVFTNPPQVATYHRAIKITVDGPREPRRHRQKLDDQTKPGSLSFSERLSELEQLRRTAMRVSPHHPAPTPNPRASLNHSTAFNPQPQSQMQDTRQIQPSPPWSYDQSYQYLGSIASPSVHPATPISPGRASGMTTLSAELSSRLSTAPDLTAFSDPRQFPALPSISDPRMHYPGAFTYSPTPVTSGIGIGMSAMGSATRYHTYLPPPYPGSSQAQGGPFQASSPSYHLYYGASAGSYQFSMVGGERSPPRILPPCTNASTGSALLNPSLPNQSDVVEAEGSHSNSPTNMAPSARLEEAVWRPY
Target sequence (Q13951 whole entry, looked up): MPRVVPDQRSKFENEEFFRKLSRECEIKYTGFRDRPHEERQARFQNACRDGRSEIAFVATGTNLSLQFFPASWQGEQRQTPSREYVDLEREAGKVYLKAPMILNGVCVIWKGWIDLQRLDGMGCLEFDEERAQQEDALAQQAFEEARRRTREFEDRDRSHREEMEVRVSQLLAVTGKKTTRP
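AlphaScreen binding: CBFb-His and RUNX1-biotin (30 nM each) preincubated 20 min, compound added for 15 min, then nickel and streptavidin beads for 90 min, all at room temperature. Disruption of the interaction by any mechanism counts as activity.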
IMPase Li cell – membrane-permeable IMPase blocker, potentiated with lithium. Potency, µM (series often up to 59.4 µM), inactives show top-dose activity, negative = IMPase inhibition, usual class: inhibitors. AID 1457. hit rate 0.35% among 210,000. CHO-M1 cells, IP1 TR-FRET (IP-One), carbachol + lithium;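 also: IP1 builds up when IMPase is blocked and the TR-FRET signal falls; potency is read from the fitted curve at half-maximal effect; plate controls were basal vehicle for no effect and high inhibitor control for full effect; nearly all actives have a fitted effect of over 50% in size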
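Test compounds were applied to CHO-M1 cells previously cultured for 16–30 h at 2000 per well. A small lithium amount accompanied them; after 30 min at 37C, IP1 was quantified by TR-FRET.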
HTT aggregate – reduces HttQ103-GFP aggregates in PC12 cells; hit rate 1.1% among 220,000; Potency, µM (top dose mostly 46.1 µM), inactives show top-dose activity change, negative = inhibition, hits mostly inhibitors; PC12 HttQ103-GFP aggregates, Acumen cytometry, 40 h; also: potency is read from the fitted curve at half-maximal effect; % is scaled to controls: 0 for no effect and ±100 for the full control effect; nearly all actives have a fitted effect of over 60% in size
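Ecdysone-promoter PC12 model expressing HTT exon 1 Q103 fused to GFP, induced by tebufenozide at 100 nM final. Compounds titrated; aggregates sized 1–25 µm scored on a 488 nm laser cytometer.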
SMN2 splice enh – enhancers of SMN2 splice variant expression. Potency, µM (series often up to 46.1 µM), inactives show top-dose activity change, positive = activation, actives largely listed as activators. AID 1458. HEK293 SMN2-luciferase splicing reporter, luminescence, 30-36 h. hit rate 2.8% among 210,000; also: potency is read from the fitted curve at half-maximal effect; % of control where 0% means no effect; nearly all actives have a fitted effect of over 55% in size
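HEK293 cells carry an SMN2 […]–luciferase reporter in which exon 7 inclusion puts luciferase in frame. Cells were plated 10-12 h before compound addition, then incubated 30-36 h at 37C. ONE-Glo luminescence was read; sodium butyrate at 4.5 mM final served as control.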
HTT cytoprotect – Huntington cell model cytoprotection by ATP luminescence; PC12 HTT-Q103 induced, cytoprotection, ATP luminescence, 40 h; Potency, µM (highest dose often 56.4 µM), for inactives: cytoprotection (ATP increase), most hits filed as activators; AID 1471; hit rate 0.14% among 230,000;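 also: potency is read from the fitted curve at half-maximal effect; % of control where 0% means no effect; nearly all actives have a fitted effect of over 45% in size; toxic huntingtin expression switched on by the ecdysone agonist tebufenozide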
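PC12 cells stably carrying ecdysone-inducible Htt exon 1 (Q103)–GFP were induced with 100 nM tebufenozide (final) alongside library compounds in a dose series. Cytoprotection was scored as retained ATP by ATPlite luminescence.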
LMNA splice mod – LMNA splicing modulation. Potency, µM (highest dose often 46.1 µM), inactives show at the highest dose ratio change, negative = inhibition, most hits filed as inhibitors. HeLa LMNA splicing GFP/RFP minigene ratio, 48 h. hit rate 0.01% among 200,000. AID 1487; active = well fitted inhibition curve with a large enough effect in the signal ratio, with a control signal flat, not every such curve was filed as active; inconclusive = small, poorly fitted or top-dose-only effect, or effect the other way, or a change in a side signal; the % refers to the signal ratio; also: potency is read from the fitted curve at half-maximal effect; % is scaled to controls: 0 for no effect and ±100 for the full control effect
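S3 HeLa stable clones carrying a lamin A-EGFP splicing minigene plus DsRed2 were seeded at 600 cells/well in Opti-MEM with 2% FBS, pin-dosed and incubated 48 h at 37°C. Acumen cytometry (488 nm) gave the GFP/RFP total-intensity ratio.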
Luc counter – counter-screen: inhibitors of Kinase-Glo firefly luciferase; Q27757; Kinase-Glo luciferase, ATP luminescence, 8 min; Potency, µM (highest dose often 38.3 µM), for the others: top-dose activity change, negative = inhibition, most hits filed as inhibitors; hit rate 0.28% among 200,000; also: potency is read from the fitted curve at half-maximal effect; % is scaled to controls: 0 for no effect and ±100 for the full control effect; nearly all actives have a fitted effect of over 60% in size
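Compounds were added to a substrate mix at pH 7.2 (50 mM imidazole, 10 uM ATP, within the enzyme's linear range), followed by Kinase-Glo detection reagent; luminescence was measured after 8 minutes at ambient temperature.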
An asterisk follows results filed as active; ? = inconclusive; · = not tested or not shown; & = joins results of further samples; [ ] = another dose, or the depositor's remark. Unless noted, calls follow the shape of the dose curve; as a rule, active = well fitted curve in the direction sought with a large enough effect; inconclusive = small, poorly fitted or top-dose-only effect, or another doubt; inactive = no such curve, though single readings can be large; an effect the other way counts as inactive or inconclusive.

Under each structure – CBFb-RUNX1 inh	IMPase Li cell	HTT aggregate	SMN2 splice enh	HTT cytoprotect	LMNA splice mod	Luc counter
> NC(=O)C1CCN(C(=O)c2ccc3c(=O)n(Cc4ccco4)c(SCC(=O)c4ccc(F)cc4)nc3c2)CC1
→ -1%	8%	18%	7%	·	·	2%
> COc1ccc2nc(NC3=NCN(CC4CCCO4)CN3)nc(C)c2c1 (stereo not given)
→ -5%	2%[38.3 µM]	-9%	-8%	-15%[10 µM]	1%	9%
> O=C1Nc2ccccc2Oc2cc([N+](=O)[O-])cc(Oc3ccccc3)c21
→ -15%	7%	?	-58%[inhibitor]	·	?	1%
> CC(=O)N1c2ccc3ccccc3c2C2C=CCC2C1c1ccc(Br)cc1 (stereo not given)
→ -1%	11%	?	-7%	-3%[10 µM]	-14%	-1%
> N#C/C(=C(/O)CCl)c1nc2ccccc2[nH]1
→ -7%	1%	?	-73%[inhibitor]	-122%[inhibitor]	0%[9.22 µM]	-1%
> CCn1ncc(CN2CCN(C(=O)Nc3ccccc3C(=O)OC)CC2)c1C
→ -2%	13%[38.3 µM]	?	-21%	?	-7%	3%
> COc1cc([N+](=O)[O-])ccc1N
→ 4%	·	?	·	-12%[10 µM]	0%	·
> COc1cc(/C=N/NC(=O)CSc2ccccn2)ccc1O
→ 8%	·	5%[9.22 µM]	·	7%[10 µM]	·	·
> Cc1cccc(Nc2nc(N)nc(CN3CCC(C)CC3)n2)c1C
→ 6%	3%	-3%	21%	-10%[1.9 µM]	-2%	0%
> CCCCNC(=O)c1c(N)n(/N=C/c2ccccn2)c2nc3ccccc3nc12
→ 4%	-8%[38.3 µM]	2%	-12%	21%	-4%	-3%
> COc1ccc(Nc2nc(=O)c3cc([N+](=O)[O-])ccc3s2)cc1
→ 13%	·	-17%[9.22 µM]	·	8%[10 µM]	·	·
> COc1cccc(-n2nnnc2SCC(=O)NCCc2ccc(OC)c(OC)c2)c1
→ 1%	-1%	·	1%	·	-8%[46 µM]	1%
> CCn1c(SCc2ccc(C)cc2)nnc1-c1cnccn1
→ 3%	0%[38.3 µM]	6%	-10%	-11%[0.074 µM]	8%	-2%
> O=[N+]([O-])c1cccc(/C=N/N2CCN(Cc3ccccc3)CC2)c1
→ -23%	-3%	-7%	?	-39%[inhibitor]	·	-2%
> COC(=O)[C@H](Cc1ccccc1)NC(=O)NCCC1=CCCCC1
→ -3%	29%[38.3 µM]	9%	2%	9%[10 µM]	19%	15%
> Cc1nc(NC(=S)NC(=O)c2cncc(Br)c2)ccc1Br
→ 3%	-7%	15%[9.22 µM]	·	-16%[10 µM]	·	2%
> COc1ccc2c(c1)C(=O)[C@H](OC(=O)NCc1ccco1)[C@@H](c1ccc(OC)c(Br)c1)O2
→ -17%	3%	·	3%	21%	·	-2%
> COc1cccc(C(=O)Nc2cc(S(=O)(=O)N3CCCCC3)ccc2OC)c1
→ 2%	2%	-5%	15%	·	·	1%
> O=C(Nc1nc2ccccc2[nH]1)c1ccc(Cl)c([N+](=O)[O-])c1
→ 4%	8%	6%	13µM*	·	-5%[46 µM]	-3%
> Cn1nc(-c2ccccc2)c(-c2nc(-c3cccc(Cl)c3)no2)c1Cl
→ -1%	22%[38.3 µM]	-8%	-8%	-30%	17%	1%
> NC(=NC(=O)c1ccccc1)N1CCN(C(c2ccccc2)c2ccccc2)CC1
→ 5%	·	22%[9.22 µM]	·	?	·	·
> CC(=O)c1sc(NC(=O)CCCOc2ccccc2C)nc1C
→ 9%	9%	2%[9.22 µM]	·	15%[10 µM]	4%[46 µM]	0%
> O=C(O)C1Sc2[nH]c(=O)sc2C2c3ccc(O)cc3OC(=O)C12 (stereo not given)
→ -10%	5%	12%	22%	-18%	13%[46 µM]	4%
> O=C(Nc1ccc(Oc2ccc(S(=O)(=O)N3CCOCC3)cn2)cc1)c1ccco1
→ -2%	0%[38.3 µM]	-32%	-9%	-6%	?	-1%
> Cc1nnc(SCC(=O)Nc2ccc3c(c2)OCO3)o1
→ 6%	1%[38.3 µM]	15%	5%	19%	-5%	11%
> Nn1c(SCC(=O)Nc2ccc3c(c2)OCO3)nnc1C(F)(F)F
→ -2%	7%	-8%	23%	-23%[10 µM]	·	-3%
> COc1ccc(NC(=O)C2CCCN(S(=O)(=O)c3c(C)n[nH]c3C)C2)c(OC)c1 (stereo not given)
→ -9%	-1%[38.3 µM]	13%	-16%	0%	?	-1%
> CN(c1ccccc1C(=O)Nc1ccc(S(=O)(=O)N2CCCC2)cc1)S(C)(=O)=O
→ 5%	44%[activator][38.3 µM]	10%	-23%	-10%	14%	5%
> Cn1c(=O)c(=O)n(C)c2cc(S(=O)(=O)NCCc3ccccc3)ccc21
→ -1%	0%[38.3 µM]	13%	-2%	20%	0%[0.0737 µM]	-2%
> Cc1ccc(S(=O)(=O)CCc2nnc(N)s2)cc1C
→ 5%	0%	-2%	8%	18%[1.9 µM]	-4%	-1%
> Clc1ccc(-c2nnc3sc(-c4ccc(Br)o4)nn23)c(Cl)c1
→ 9%	3%[38.3 µM]	-18%	-3%	-10%	2%	-1%
> O=C(NCc1nnc(SCC(=O)N2CCCc3ccccc32)o1)c1ccccc1F
→ -6%	1%	6%	-28%	-7%	7%[9.22 µM]	1%
> COC(=O)C(NS(=O)(=O)c1ccccc1Br)C(C)C (stereo not given)
→ 10%&-2%	·	12%[9.22 µM]	·	8%[10 µM]	·	·
> CC(C)COP(=O)(OCC(C)C)C(O)c1ccc(N(C)C)cc1 (stereo not given)
→ 6%	·	-11%[9.22 µM]	·	12%[10 µM]	·	·
> O=S(=O)(/N=C(\c1ccccc1)N1CCOCC1)c1cccs1
→ 0%	2%[38.3 µM]	18%	-10%	5%	0%	-12%
> O=C(Nc1nc2cc3c(cc2s1)OCO3)c1cccc(N2C(=O)CCC2=O)c1
→ -1%	·	-30%[9.22 µM]	·	-45%[inhibitor][10 µM]	·	·
> CC(O)C(NS(=O)(=O)c1ccc(Cl)cc1)C(=O)OCC(=O)Nc1cccnc1Cl (stereo not given)
→ 1%	3%	9%	5%	?	8%	0%
> CCn1c(SCC(=O)c2ccc(OC)cc2)nnc1C(C)NC(=O)c1ccc(OC)cc1 (stereo not given)
→ 9%	-8%	16%	-16%	20%[10 µM]	0%	-2%
> N#Cc1cnn(-c2ccc(F)cc2)c1N
→ -3%	·	8%[9.22 µM]	·	7%[10 µM]	·	·
> COc1ccc(-c2nc(NC(=O)CSCCO)sc2C)cc1
→ 5%	-3%	1%	-13%	-7%	·	1%
> O=C(O)C1CC(=O)N(Cc2ccccc2)C1 (stereo not given)
→ 11%	-5%[38.3 µM]	2%	-4%	-10%	12%	-1%
> C=CCN1c2ccccc2[C@]23C[C@@H](C(=O)OC)N(C(=O)C4CCC4)C2=NC(C(=O)OC)=C(C(=O)OC)[C@H]13
→ -3%[13.1 µM]	6%	-5%[9.22 µM]	11%[9.22 µM]	-1%&2%[10 µM]	3%[9.22 µM]	-3%[7.66 µM]
> CC(=O)/C(N=Nc1ccc(-n2ccc(C(F)(F)F)n2)cc1)=C(\C)O
→ 10%	·	10%[9.22 µM]	·	16%[10 µM]	·	·
> O=C(CCn1nnc(-c2cccs2)n1)NC1CCCCC1
→ -3%	14%[38.3 µM]	-7%	-2%	25%	1%	-5%
> COCCNC(=O)C(C#N)c1nc2ccccc2nc1N1CCCCCC1 (stereo not given)
→ -5%	·	14%	·	-6%[0.074 µM]	-4%	·
> CSc1nsc(SCc2ccc(Cl)cc2)n1
→ 27%	6%[38.3 µM]	13%	6%	-7%	1%	-1%
> COc1cccc(-c2nc(NCCN3CCOCC3)c3ccccc3n2)c1O
→ -12%	21%[38.3 µM]	1%	-54%[inhibitor]	-40%[inhibitor]	-25%	6%
> Cc1ccc(CNC(=O)[C@H]2C[C@@H]2[C@H](NP(=O)(c2ccccc2)c2ccccc2)c2ccccc2)o1
→ 0%[2.36 µM]	14%&-2%	29%	-4%&-9%	-53%[inhibitor]	-12%	-10%&-4%
> N#Cc1nc(COc2ccccc2)oc1N1CCOCC1
→ 7%	1%[38.3 µM]	-6%	-5%	-26%[0.074 µM]	9%	1%
> Cc1cc(C)nc(N2CCCC(C(=O)NC(C)CCc3ccco3)C2)n1 (stereo not given)
→ 5%	·	6%	·	10%[10 µM]	-2%	·

Other compounds:
Under each structure – CBFb-RUNX1 inh	IMPase Li cell	HTT aggregate	SMN2 splice enh	HTT cytoprotect	LMNA splice mod	Luc counter
> COc1ccc(COC(=O)NC2CCN(S(=O)(=O)c3ccc(OC)cc3)CC2)cc1
→ 5%	1%[38.3 µM]	?	-55%[inhibitor]	-4%	4%	-3%
> COc1ccc2[nH]c(=O)c(CN(C(=O)c3ccccn3)C3CCCCC3)cc2c1
→ -2%	5%[38.3 µM]	-1%	-44%[inhibitor]	-7%	-14%	2%
> C=CCNC(=O)c1c(Br)cnn1-c1ccc(C)cc1
→ ?	4%	4%[9.22 µM]	·	23%[10 µM]	·	·
> COC(=O)c1ccccc1NS(=O)(=O)c1cn(C)c(=O)n(C)c1=O
→ 10%	20%[38.3 µM]	-6%	7%	-21%	-12%	-2%
> COc1cc(/C=C(\C#N)c2ccccn2)ccc1OCc1ccccc1
→ -9%	5%	11%	18%	9%[1.9 µM]	7%	-9%
> CC(=O)c1cccc(NC(=S)NC(=O)c2ccc(Br)cc2)c1
→ 1%	4%	-11%	?	26%[0.074 µM]	?	2%
> CN1CCN(C(=O)C2=C[C@@H](C3CCCCC3)C[C@@H](OCc3ccc(CO)cc3)O2)CC1
→ -4%	5%	6%[9.22 µM]	·	12%[10 µM]	·	·
> O=C(CN1CCCC1)N1CCN(c2ccccc2)CC1
→ -1%	6%	4%[9.22 µM]	·	14%[10 µM]	4%[46 µM]	-2%
> CN(C)/C=C1\C(=O)NN=C1C(F)(F)F
→ -28%	-4%	2%	-27%	-10%	-17%[9.22 µM]	2%
> CC(c1cccs1)N(Cc1ccco1)C(=O)Nc1ccc(Cl)c(Cl)c1 (stereo not given)
→ 10%	13%[38.3 µM]	?	-18%	-15%[10 µM]	?	-4%
> COc1cccc(Nc2nc(-c3ccc4c(c3)OCCO4)cs2)c1
→ -9%	17%[38.3 µM]	?	14µM*	-78%[inhibitor]	?	4%
> CC1CCCCN1C(=O)Nc1cccc(C(F)(F)F)c1 (stereo not given)
→ 1%	9%	-3%[9.22 µM]	·	-2%[10 µM]	?	-1%

Screens (PubChem)

Hits appear at their usual frequency; 4% or so of the library scored in one or more.
